PAFAH2 inh = PAFAH2 (human) inhibition; Q99487; recombinant PAFAH2, FP-rhodamine activity probe, fluorescence polarization; inhibition, % at 3.39 µM; 340,000 compounds, 0.99% hits; AID 492956;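 active means inhibition above the mean over all tested compounds plus 3 SD, cut at about 30% in these data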;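 further: inhibitors block probe labeling of enzyme so polarization drops; 0% = enzyme with DMSO and 100% = wells lacking PAFAH2 protein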
EBNA-1 inh = blocks EBNA-1 binding to DNA; EBNA-1 DNA binding, fluorescence polarization; inhibition, % at 14.8 µM; 300,000 compounds, 0.34% hits; in the data active means inhibition above about 28%
pPAFAH inh = inhibitors of human plasma PAF acetylhydrolase (pPAFAH) | 330,000 compounds, 1.5% hits | recombinant pPAFAH, FP-rhodamine probe fluorescence polarization | inhibition, % at 3.39 µM | Q13093;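 active means inhibition above the mean inhibition across the screen plus 3 SD, cut at about 25% in these data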;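 further: inhibitors block binding of the rhodamine activity-based probe so polarization drops; 0% = enzyme with DMSO and 100% = wells lacking pPAFAH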
ZTA DNA inh = blocks Epstein-Barr virus ZTA, an EBNA-1 counter-screen. ZTA-DNA binding, fluorescence polarization. inhibition, % at 11 µM. 320,000 compounds, 0.15% hits; in the data active means inhibition above about 33%
Target sequence (P03206 whole entry, looked up): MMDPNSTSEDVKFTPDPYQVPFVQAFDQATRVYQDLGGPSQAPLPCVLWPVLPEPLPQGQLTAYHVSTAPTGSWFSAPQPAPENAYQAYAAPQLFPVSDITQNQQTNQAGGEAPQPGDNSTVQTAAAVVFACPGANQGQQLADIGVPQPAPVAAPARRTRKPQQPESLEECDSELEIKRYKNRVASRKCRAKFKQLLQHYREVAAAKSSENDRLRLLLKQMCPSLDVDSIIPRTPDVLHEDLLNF
LYPLA2 counter = counter-screen for PME1 inhibitors: inhibitors of human LYPLA2. O95372. AID 2177. 320,000 compounds, 0.38% hits. recombinant LYPLA2, FP-Rh probe fluorescence polarization. inhibition, % at 5.9 µM;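 active means inhibition above the screen-wide mean plus 3 SD, limit set per campaign, cut at about 26% in these data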;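 further: 0% = LYPLA2 with DMSO and 100% = wells lacking LYPLA2 enzyme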
Target sequence (O95372 whole entry, looked up): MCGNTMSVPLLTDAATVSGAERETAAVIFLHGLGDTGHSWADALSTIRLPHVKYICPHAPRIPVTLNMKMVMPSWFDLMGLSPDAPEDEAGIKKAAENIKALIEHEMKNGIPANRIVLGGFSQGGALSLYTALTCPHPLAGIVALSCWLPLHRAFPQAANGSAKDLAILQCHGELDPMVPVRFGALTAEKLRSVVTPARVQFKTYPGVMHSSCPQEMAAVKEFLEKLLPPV
LYPLA1 inh = counter-screen for PME1 inhibitors: inhibitors of human LYPLA1; AID 2174; inhibition, % at 5.9 µM; 320,000 compounds, 0.16% hits; recombinant LYPLA1, FP-Rh probe fluorescence polarization;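 active means inhibition above the mean of all tested compounds plus 3 SD, set per campaign, cut at about 14% in these data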;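 further: inhibitors block serine hydrolase probe labeling of LYPLA1 so polarization falls; 0% = enzyme with DMSO and 100% = wells lacking LYPLA1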
Target sequence (O75608 whole entry, looked up): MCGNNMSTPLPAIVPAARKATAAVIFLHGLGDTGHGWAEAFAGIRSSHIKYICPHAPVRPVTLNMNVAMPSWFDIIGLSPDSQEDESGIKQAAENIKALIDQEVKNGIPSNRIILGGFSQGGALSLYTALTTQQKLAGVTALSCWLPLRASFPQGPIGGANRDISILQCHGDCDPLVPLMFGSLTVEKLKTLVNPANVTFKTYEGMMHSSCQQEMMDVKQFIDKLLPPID
PAFAH1B3 FP inh = blocks human PAF acetylhydrolase 1B catalytic subunit 3; Q15102; recombinant PAFAH1B3, FP-rhodamine probe, fluorescence polarization; 340,000 compounds, 0.28% hits; AID 492972; inhibition, % at 3.39 µM;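 active means inhibition above the screen-wide average of all tested compounds plus 3 SD, cut at about 25% in these data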;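 further: 0% = enzyme with DMSO only and 100% = wells lacking PAFAH1B3 protein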
Target sequence (Q15102 whole entry, looked up): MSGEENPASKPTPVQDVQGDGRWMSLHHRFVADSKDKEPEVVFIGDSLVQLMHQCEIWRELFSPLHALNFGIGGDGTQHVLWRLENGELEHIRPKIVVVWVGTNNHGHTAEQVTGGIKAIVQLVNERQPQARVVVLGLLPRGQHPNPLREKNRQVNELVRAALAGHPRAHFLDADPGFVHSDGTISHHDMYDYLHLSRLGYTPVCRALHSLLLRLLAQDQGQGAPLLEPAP
PAFAH1B2 FP inh = inhibitors of human PAFAH1B2; inhibition, % at 3.39 µM; 340,000 compounds, 1.2% hits; recombinant PAFAH1B2, FP-rhodamine activity probe, fluorescence polarization; P68402;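 active means inhibition above the mean of all tested compounds plus 3 SD, cut at about 24% in these data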;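 further: 0% = enzyme with DMSO and 100% = wells lacking PAFAH1B2; many of its hits are not listed in these tables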
PREPL inhibitor = inhibits the human prolyl oligopeptidase-like enzyme. recombinant PREPL, fluorescence polarization activity-based probe. inhibition, % at 5.96 µM. 320,000 compounds, 0.68% hits; in the data active means inhibition above about 43%;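 further: 0% = enzyme with DMSO and 100% = wells lacking enzyme; many of its hits are not listed in these tables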
* = called active by the depositor; · = no result given. The list is partial; rates above refer to the full screens.

SMILES	PAFAH2 inh	EBNA-1 inh	pPAFAH inh	ZTA DNA inh	LYPLA2 counter	LYPLA1 inh	PAFAH1B3 FP inh	PAFAH1B2 FP inh	PREPL inhibitor
Cc1cc(C)c(C2C(C#N)=C(N)Oc3n[nH]c(C)c32)cc1CN1CCOCC1 (configuration not stated)	-1	14	5	-5	3	1	5	3	1
CCc1cc2ccc(C)cc2nc1SCC(=O)NNC(=O)c1ccco1	5	-2	6	17	3	0	5	10	-4
CSc1nc(=S)n(-c2ccc([N+](=O)[O-])cc2)c(C)c1C(C)=O	3	-22	-12	-24	-4	-4	5	-3	4
Cc1ccc(Cn2c(=N)c(C(=O)NC3CCCC3)cc3c(=O)n4ccccc4nc32)cc1	-2	10	5	6	4	-3	6	2	-1
O=[N+]([O-])c1cccn2cc(-c3ccc(Br)cc3)nc12	-3	9	7	-9	4	3	-2	2	9
C=CCNC(=O)c1onc(CSc2ccccn2)c1C(=O)NCC=C	-6	3	9	17	0	-2	-3	-1	4
C=CCNC(=O)/C(C#N)=C/c1c(N(Cc2ccccc2)Cc2ccccc2)nc2ccccn2c1=O	3	6	13	8	-3	-7	-9	-3	0
CC(=O)c1ccccc1Oc1cc(NN2CCCCC2)c([N+](=O)[O-])cc1[N+](=O)[O-]	4	4	15	9	-4	-6	10	2	11
CC(C)CCNC(=O)c1ccc2c(Cl)c3c(nc2c1)CCC3	4	5	0	9	-12	0	4	4	7
CCOC(=O)CSc1nc2sc3c(c2c(=O)[nH]1)CC(C)(CC)OC3 (configuration not stated)	-3	-5	-6	3	-5	-3	5	3	0
CCOc1ccccc1C1C(C#N)=C(N)Nc2onc(-c3ccccc3)c21 (configuration not stated)	1	12	3	13	-2	1	5	3	-7
Cc1cccc(C)c1NC(=O)CN(C)C(C)C(=O)NCC(=O)Nc1ccc(F)c(F)c1F (configuration not stated)	-1	·	2	-1	7	3	-11	-1	13
CC(C)NC(=O)CN(C(=O)CCC(=O)Nc1nccs1)c1ccc2c(c1)OCO2	12	6	4	10	-4	-1	1	4	8
COC(=O)Nc1sccc1C(=O)Nc1sccc1C(=O)OC	0	7	-1	6	-9	-3	-10	-6	8
CCn1nc(C)c(CN2CCC(Oc3ccc(C(=O)N4CCCC4)cc3)CC2)c1C	3	12	2	28	1	1	0	0	2
Cc1ccc(NC(=O)CSCC(=O)Nc2cccc3ncccc23)cc1	1	2	-1	-3	0	1	5	-3	2
Cc1cc(C)nc(N2CCC(C(=O)NCCc3ccc(F)cc3)CC2)n1	7	7	-3	0	5	1	-3	-1	10
CC1CCc2c(sc(NC(=O)Cn3nc(C(F)(F)F)c4c3CCCCC4)c2C#N)C1 (configuration not stated)	6	-10	6	4	5	2	0	2	0
COc1ccc(/C=c2\s/c(=C/C(=O)c3ccc(C)cc3)[nH]c2=O)cc1OC	-49	-5	5	4	-59	-32	-5	-8	23
COc1ccc(-c2cc(C)no2)cc1S(=O)(=O)NCC(C)c1ccccc1 (configuration not stated)	-1	6	7	1	1	-2	7	17	-34
COc1ccc(Cl)cc1NC(=O)C1CCCN(c2ncnc3c2nc2n3CCCCC2)C1 (configuration not stated)	-1	-11	4	-6	7	0	6	-3	-10
CC(=O)c1ccc(S(=O)(=O)NCc2nnnn2-c2ccccc2)cc1	2	4	5	10	4	2	6	-1	0
CCCS(=O)(=O)c1nc(S(=O)(=O)c2ccc(C)cc2)c(N2CCCC(C)C2)s1 (configuration not stated)	9	0	4	-2	-1	-2	10	13	-3
CCCCOC(=O)c1c(C)oc2ccc(NS(=O)(=O)c3ccc4c5c(cccc35)C(=O)N4)cc12	-36	2	-27	-6	-57	-33	-26	-14	-18
COc1cccc(NC(=O)CN(C)CC(=O)Nc2ccc3c(c2)CCC3)c1	1	7	5	9	2	-4	5	8	-8
CCN(CC)c1ccc(NC(=O)c2c(C)noc2C)cc1	-1	-2	-2	0	-2	-4	6	2	0
CC(C)C(C(=O)OCC(=O)c1ccc2c(c1)NC(=O)CO2)N1C(=O)c2ccccc2C1=O (configuration not stated)	-3	-13	1	-14	5	1	7	0	15
N#CC(c1ccc(Cl)cc1)c1ccc2c(C(F)(F)F)cc(C(F)(F)F)nc2n1 (configuration not stated)	23	8	5	11	2	-6	13	12	17
Cc1cc(NC(=S)N(Cc2ccc(Cl)cc2)Cc2ccc(C(=O)O)cc2)ccc1Cl	2	-2	4	9	-3	1	8	10	-9
O=C(Nc1ccc(C(=O)O)cc1)/C(=C\c1ccccc1)NC(=O)c1ccccc1	-6	9	-1	3	18	0	0	0	-10
CCCN1Cc2cccc(C(=O)NC(CC(=O)OCC)c3ccc(OC(C)C)cc3)c2C1=O (configuration not stated)	-4	3	3	-6	-2	2	11	2	-1
COc1cc(CN2CCC(C(=O)N3CCCC(C)C3)CC2)cc(Br)c1O (configuration not stated)	-1	-2	-1	4	4	-1	1	-1	3
O=C(COc1ccc(Br)cc1CO)Nc1ccc(S(=O)(=O)N2CCCCC2)cc1	3	·	0	-5	-13	-8	-2	-1	2
CC(=O)c1nn(-c2ccc(Cl)cc2)cc1C(=O)c1ccc(C)cc1	·	5	4	11	1	2	·	·	1
Cc1ccc2[nH]c(=O)c(CN(Cc3ccc4c(c3)OCO4)Cc3nnnn3C3CCCC3)cc2c1	7	-3	2	-5	-2	-3	-5	1	-3
COC(=O)C1=C(N)Oc2cc(C)n(CCCn3ccnc3)c(=O)c2C1c1ccc(Cl)cc1 (configuration not stated)	4	-11	2	4	-5	-5	0	5	-39
O=C(NCCOc1nc(N2CCOCC2)nc(N2CCOCC2)n1)Nc1ccc(Cl)cc1	0	-4	-5	5	-3	-1	-3	3	1
C=C1CCN([C@@H](CC(C)C)C(=O)NCc2ccc(Cl)c(Cl)c2)S(=O)(=O)c2ccccc21	0	9	5	19	-14	-8	-16	-4	-19
CC(C)(C)C(=O)Nc1cccc(OC(F)(F)C(F)Cl)c1 (configuration not stated)	-2	8	7	-1	22	0	1	3	-2
Cc1cc([N+](=O)[O-])nn1CC(=O)Nc1nccs1	1	0	7	-14	-4	-5	5	-1	-9
CCOc1ccc(C(=O)NCC(=O)Nc2ccc(N3CCOCC3)cc2)cc1OCC	3	1	-4	-7	1	1	-3	4	10
OCCNc1nc(-c2ccccc2)c2ccccc2n1	-5	-5	-7	10	-1	0	-3	-7	5
O=C1c2cccc(OCC(=O)N3CCCc4ccccc43)c2CCN1Cc1ccc(F)cc1	2	7	8	0	2	-4	0	3	10
O=[N+]([O-])c1ccccc1/C=C/CN1CCN(Cc2ccc3c(c2)OCO3)CC1	-3	-6	-4	-10	7	0	7	3	9
COc1cccc(CNC(=O)COC(=O)c2cc(Br)c(Br)s2)c1	5	·	-4	0	-11	-4	14	1	-12
Cc1cc(C)n(-c2ncccc2[N+](=O)[O-])n1	-9	-3	5	-3	-6	-1	2	1	-1
CCCCC(O)(CCN1CCOCC1)c1ccc(Cl)cc1 (configuration not stated)	-9	-8	7	-3	8	1	2	1	2
CCN(CC)c1ccc(/C=N/N=C(c2ccccc2)c2ccccc2)c(O)c1	4	8	15	-2	-3	3	4	3	-1
CCN(CC)S(=O)(=O)c1cccc(C(=O)NC2=NCCS2)c1	12	16	1	12	3	1	-9	6	-2
CCOC(=O)CC(N)c1ccc2c(c1)OCO2 (configuration not stated)	·	1	8	4	5	-2	·	·	2

Arranged by molar mass (smallest number first): part of the list above.
SMILES	PAFAH2 inh	EBNA-1 inh	pPAFAH inh	ZTA DNA inh	LYPLA2 counter	LYPLA1 inh	PAFAH1B3 FP inh	PAFAH1B2 FP inh	PREPL inhibitor
Cc1cc(C)n(-c2ncccc2[N+](=O)[O-])n1	-9	-3	5	-3	-6	-1	2	1	-1
CCOC(=O)CC(N)c1ccc2c(c1)OCO2 (configuration not stated)	·	1	8	4	5	-2	·	·	2
OCCNc1nc(-c2ccccc2)c2ccccc2n1	-5	-5	-7	10	-1	0	-3	-7	5
CC(C)(C)C(=O)Nc1cccc(OC(F)(F)C(F)Cl)c1 (configuration not stated)	-2	8	7	-1	22	0	1	3	-2
CCCCC(O)(CCN1CCOCC1)c1ccc(Cl)cc1 (configuration not stated)	-9	-8	7	-3	8	1	2	1	2
CCN(CC)S(=O)(=O)c1cccc(C(=O)NC2=NCCS2)c1	12	16	1	12	3	1	-9	6	-2
CCN(CC)c1ccc(/C=N/N=C(c2ccccc2)c2ccccc2)c(O)c1	4	8	15	-2	-3	3	4	3	-1
O=[N+]([O-])c1ccccc1/C=C/CN1CCN(Cc2ccc3c(c2)OCO3)CC1	-3	-6	-4	-10	7	0	7	3	9
CCOc1ccc(C(=O)NCC(=O)Nc2ccc(N3CCOCC3)cc2)cc1OCC	3	1	-4	-7	1	1	-3	4	10
O=C1c2cccc(OCC(=O)N3CCCc4ccccc43)c2CCN1Cc1ccc(F)cc1	2	7	8	0	2	-4	0	3	10
COc1cccc(CNC(=O)COC(=O)c2cc(Br)c(Br)s2)c1	5	·	-4	0	-11	-4	14	1	-12
Cc1ccc2[nH]c(=O)c(CN(Cc3ccc4c(c3)OCO4)Cc3nnnn3C3CCCC3)cc2c1	7	-3	2	-5	-2	-3	-5	1	-3
C=C1CCN([C@@H](CC(C)C)C(=O)NCc2ccc(Cl)c(Cl)c2)S(=O)(=O)c2ccccc21	0	9	5	19	-14	-8	-16	-4	-19

The list continues:
SMILES	PAFAH2 inh	EBNA-1 inh	pPAFAH inh	ZTA DNA inh	LYPLA2 counter	LYPLA1 inh	PAFAH1B3 FP inh	PAFAH1B2 FP inh	PREPL inhibitor
Cc1ccc(NS(=O)(=O)c2ccc(-n3cccn3)cc2)cc1C	-8	8	12	1	1	-3	-4	-4	-42
Cc1cc(O)c(-c2n[nH]c3c2C(c2cccc(O)c2)N(Cc2cccnc2)C3=O)cc1Cl (configuration not stated)	4	20	13	-5	5	-6	4	5	27
CC(NC(=S)Nc1cccc(F)c1)C(c1cccs1)N1CCOCC1 (configuration not stated)	5	4	47*	-7	-3	-3	8	8	0
Cc1ccc2oc(C(=O)N(Cc3ccc(N(C)C)cc3)C3CCS(=O)(=O)C3)c(C)c2c1 (configuration not stated)	-4	-6	10	15	-1	-1	-4	-7	40
COC(=O)c1sccc1NC(=O)C1CC2CCC1C2 (configuration not stated)	-2	3	4	16	0	-2	-1	4	1
CNS(=O)(=O)c1cc(C(=O)NCc2ccco2)ccc1Cl	1	3	4	8	6	-3	1	-2	14
N#CCCN(C(=O)CSc1n[nH]c(=O)[nH]c1=O)c1ccccc1	-3	·	1	·	·	·	10	5	9
COc1ccc(-c2csc(/C(C#N)=C(\O)CSc3nccn3C)n2)cc1OC	5	11	14	9	-7	-5	4	1	-4
O=C(COC(=O)c1cc(Cl)ccc1[N+](=O)[O-])NCc1ccc(Cl)cc1Cl	30*	-6	1	-17	7	1	5	9	18
